# Tb MetRS inh – blocks T. brucei methionyl-tRNA synthetase activity; purified T. brucei MetRS, ATP depletion, Kinase-Glo luminescence; inhibition, % at 11.9 µM; 0.4% of 360,000 active; AID 624268;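 active means inhibition above a per-plate cutoff of the control wells' mean inhibition plus 3 SD, cut at about 5.5% in these data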;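 further: 0% = DMSO wells median and 100% = median of wells with control inhibitor compound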
#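 assay system = parasite MetRS enzyme | timing = 15 min preincubation, 2 h reaction, all 25 °C | evaluation = percent inhibition relative to median high and low control wells | medium = HEPES buffer containing pyrophosphatase, BSA, spermine, DTT | compound = single dose, 11.9 µM final nominal, 0.9% final DMSO | detection = Kinase-Glo luminescence, ATP depletion format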
# CendR NRP1 mod – NRP-1/CendR interaction modulation | O14786 | FAM-RPARPAR peptide binding to NRP-1, fluorescence polarization | inhibition, % at 25 µM | 0.85% of 360,000 active | AID 602438;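 active means inhibition or corrected inhibition above about 18%, plus a signal ratio from 0.5 to 1.5, limit read from the data, passing the limit was not always enough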; further: strong numbers were not always called active
# SUMO1 PPI mod – modulators of human SUMO1-mediated protein-protein interactions. P63165. SUMO1 binding to a labelled peptide, TR-FRET, 1 h. inhibition, % at 20 µM. 0.33% of 360,000 active; in the data active means inhibition above about 37%
# SKN-1 block – blocks SKN-1 activity in C. elegans; C. elegans VP596 Pgst-4::GFP/RFP ratio, acrylamide-induced, 24 h; inhibition, % at 21.8 µM; 0.49% of 360,000 active; AID 624304;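 active means interference check ratio from 0.5 to 1.5 plus GFP to RFP signal ratio inhibition reaching or exceeding a fixed threshold, cut at about 30% in these data, passing the limit was not always enough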; further: some compounds called inactive have numbers as strong as hits
# NadD block – inhibitors of Staphylococcus aureus NadD; purified NadD enzyme, colorimetric absorbance read-out; inhibition, % at 20 µM; 0.78% of 360,000 active; AID 602399; in the data active means inhibition above about 26%; further: some compounds past the cut are filed as inactive
# Neddylation inh – blocks human cullin neddylation; 0.58% of 360,000 active; calls only at 25 µM; TR-FRET cullin neddylation, biochemical; in the data active means inhibition above about 36%
# STEP inh – inhibitors of human striatal-enriched phosphatase STEP. inhibition, % at 20 µM. recombinant STEP, OMFP fluorogenic substrate, fluorescence. 0.25% of 360,000 active. P54829;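 active means inhibition at 20 µM, scaled per plate between control wells, above about 37%, limit read from the data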;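 further: 0% = DMSO with enzyme and substrate and 100% = substrate only without enzyme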
#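 material = STEP tyrosine phosphatase | reagent = fluorogenic phosphatase substrate OMFP at 25 µM final | doses = single compound dose of 20 µM, 1% DMSO final | schedule = 20 min reaction, room temperature, in the dark | measured by = fluorescence, 480/540 nm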
# Scp1 inh – Scp-1 (human) phosphatase inhibition; Q9GZU7; Recombinant Scp1, phosphopeptide, malachite green phosphate absorbance; inhibition, % at 20 µM; 0.88% of 340,000 active;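 active means inhibition above about 50% at 20 µM, limit read from the data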;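 further: plate controls were DMSO wells with enzyme for no effect and wells lacking enzyme for full effect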
#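 Test system – truncated SCP-1 phosphatase (76-261aa) · Reagent – Phosphorylated 17-residue peptide substrate · Incubation – 45 min room-temperature reaction, 5 min colour, 30 min stabiliser · Detection – colorimetric phosphate reagent with accelerator and stabiliser, absorbance at 630 nm · Measure – % inhibition at 20 µM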
# DNMT1 block – inhibitors of human DNMT1. P26358. DNMT1 molecular beacon, Hinp1I cleavage, fluorescence. inhibition (reported as % activation of signal), % at 10 µM. 0.83% of 360,000 active. AID 588458; in the data active means inhibition above about 50%
# Target sequence (P26358 504-1616 limits assumed): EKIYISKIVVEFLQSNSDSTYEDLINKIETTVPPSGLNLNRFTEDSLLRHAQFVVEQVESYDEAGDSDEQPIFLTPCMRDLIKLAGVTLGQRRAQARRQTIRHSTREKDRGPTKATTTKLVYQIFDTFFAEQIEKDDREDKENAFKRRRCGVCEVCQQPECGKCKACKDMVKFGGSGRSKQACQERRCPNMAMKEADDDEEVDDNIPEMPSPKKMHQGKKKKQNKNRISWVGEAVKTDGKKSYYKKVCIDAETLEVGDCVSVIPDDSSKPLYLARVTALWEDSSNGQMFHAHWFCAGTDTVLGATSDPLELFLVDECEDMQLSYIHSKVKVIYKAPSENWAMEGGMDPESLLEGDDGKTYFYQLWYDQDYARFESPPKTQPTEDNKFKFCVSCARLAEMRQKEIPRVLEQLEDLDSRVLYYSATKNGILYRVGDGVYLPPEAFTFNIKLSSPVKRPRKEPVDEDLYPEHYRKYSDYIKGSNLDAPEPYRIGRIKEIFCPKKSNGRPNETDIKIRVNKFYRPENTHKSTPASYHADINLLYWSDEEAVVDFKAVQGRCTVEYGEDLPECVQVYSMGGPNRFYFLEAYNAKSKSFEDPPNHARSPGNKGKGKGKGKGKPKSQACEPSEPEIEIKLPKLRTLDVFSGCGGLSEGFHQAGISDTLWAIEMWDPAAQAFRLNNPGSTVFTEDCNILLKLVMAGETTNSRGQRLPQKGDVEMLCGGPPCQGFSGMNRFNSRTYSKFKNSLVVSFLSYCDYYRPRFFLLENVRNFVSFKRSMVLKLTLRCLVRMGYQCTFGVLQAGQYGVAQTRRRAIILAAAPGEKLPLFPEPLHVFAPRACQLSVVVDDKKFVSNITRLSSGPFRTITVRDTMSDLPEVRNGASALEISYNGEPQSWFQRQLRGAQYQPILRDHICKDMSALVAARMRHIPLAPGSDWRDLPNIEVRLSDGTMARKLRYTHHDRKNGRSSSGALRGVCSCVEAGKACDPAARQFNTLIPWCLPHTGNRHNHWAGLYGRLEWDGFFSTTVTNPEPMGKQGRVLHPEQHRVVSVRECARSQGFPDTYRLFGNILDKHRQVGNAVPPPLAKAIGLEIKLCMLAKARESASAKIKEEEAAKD
# LMPTP block – blocks human LMPTP phosphatase | P24666 | recombinant LMPTP-A, OMFP fluorogenic substrate, fluorescence intensity | inhibition, % at 20 µM | 0.22% of 360,000 active | AID 651560;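 active means compounds that cut the enzyme signal by at least half of the control window in the single-dose screen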;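 further: plate controls were DMSO wells with enzyme plus substrate for no effect and substrate without enzyme for full effect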
#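 Material: LMPTP-A; amount: 0.625 nM enzyme; doses: single 20 µM dose; times: reaction 50 min, room temperature, dark; technique: fluorescence intensity of OMFP turnover product; benchmarks: no-enzyme and uninhibited controls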
# * marks the source's active call; other numbers are inactive results; i = inactive; · = no result given.
SMILES,Tb MetRS inh,CendR NRP1 mod,SUMO1 PPI mod,SKN-1 block,NadD block,Neddylation inh,STEP inh,Scp1 inh,DNMT1 block,LMPTP block
O=C(C1=C[C@@H](c2ccc(Br)cc2)C[C@@H](OCc2ccc(CO)cc2)O1)N1CCN(Cc2ccccc2)CC1,-0.1,-13.1,-4.1,14.7,0.6,i,3.2,1.2,-14.5,2.5
COc1ccc(-c2oc(=O)c3cc(OC)c(OC)cc3c2-c2ccc3c(c2)OCO3)cc1,-0.4,6.7,-9.6,17.3,0.4,i,1.7,-8.6,-0.9,1.6
CC(Sc1nnc(C(C)Oc2ccc(F)cc2)o1)C(=O)NCc1ccc2c(c1)OCO2 (stereo unspecified),0.4,-12.6,4.4,19.2,-6.0,i,-0.3,·,0.2,-0.4
Cc1ccc(-c2csc(NC(=O)Cn3[nH]c(=O)c4ccccc4c3=O)n2)cc1,-0.9,-37.9,19.4,17.8,14.4,i,-1.4,-4.0,-5.4,1.6
CN(C)c1ccc(N=Nc2nccs2)cc1,-0.5,-15.2,-52.1,56.5*,-8.8,i,16.0,·,-32.2,28.9
Cc1ccc(CN(C)C(=O)c2cc(COc3ccc(F)cc3Cl)on2)o1,0.6,5.3,0.9,-3.5,-16.5,i,-1.8,-11.0,-2.9,3.0
CCN1C[C@@H]2[C@@H]3C(=O)N(Cc4ccccc4)C(=O)[C@@H]3[C@](Cc3ccccc3)(C1=O)N2C(=O)c1ccc(Br)cc1,-0.2,-12.2,5.6,-2.0,6.2,i,0.1,-2.7,-6.9,0.9
O=P1(O)CC2=C(CC=CC2)C1,1.2,5.9,-4.3,13.9,1.0,i,-1.5,·,-0.6,-1.2
Cc1cc(C)c(C(=O)C[n+]2cccc(C(N)=O)c2)c(C)c1,-0.5,3.0,-12.0,-1.1,-6.2,i,0.2,-3.8,-2.4,-1.5
Cc1ccc(N(CC(=O)NCc2ccc(F)cc2)C(=O)c2csnn2)c(C)c1,1.0,2.2,1.6,-1.3,-5.2,i,0.6,-3.0,0.3,-0.1
CS(=O)(=O)c1ccc(C(=O)NC2CCCc3ccccc32)cc1 (stereo unspecified),0.2,-1.8,4.4,-0.1,-5.2,i,1.8,-10.7,2.2,-1.3
CCCn1cc(NC(=O)c2cc3n(n2)C(C(F)(F)F)CC(c2ccccc2)N3)cn1 (stereo unspecified),-0.8,9.5,-1.7,-7.4,-2.3,i,-1.1,-8.7,-4.2,-0.5
COc1ccc2cc(S(=O)(=O)N3CCCCCC3)ccc2c1,-0.7,-5.4,-3.7,7.7,-11.3,i,0.9,-6.5,-2.0,1.3
Cc1onc(-c2c(F)cccc2Cl)c1C(=O)N1CCc2ccccc2C1,-0.7,3.8,-3.7,-8.4,-7.8,i,-2.4,-1.9,-3.6,1.7
COc1ccc(O)c(/C=c2/sc3nc4cc(C)c(C)cc4n3c2=O)c1,0.2,-2.8,-19.5,-2.4,12.7,i,0.6,1.6,-6.7,-0.2
CC(C)(C)C(=O)Nc1ccccc1C(=O)Nc1cccnc1,-0.6,-7.2,34.5,-16.6,-3.1,i,-5.3,-6.0,1.4,-2.0
Cc1cc(OCC(O)CN2CCc3ccccc3C2)ccc1Cl (stereo unspecified),-0.8,-10.7,5.8,-3.7,-9.5,i,-0.9,-2.8,0.4,-1.6
COc1ccc(C(=O)C(C)OC(=O)c2cccc(S(=O)(=O)Nc3cc(Cl)c(OC)cc3OC)c2)cc1 (stereo unspecified),-1.3,-7.2,-4.3,8.1,5.9,i,-2.7,-27.1,-8.7,2.1
Nc1ccccc1-n1nc2ccc3ccccc3c2n1,-0.2,4.1,3.9,25.8,2.5,·,-1.1,·,-4.9,2.4
CCC(=O)NC(c1cc(Cl)c2cccnc2c1O)C1CC1 (stereo unspecified),0.2,-0.9,-8.6,17.4,1.4,i,0.5,-8.7,3.2,0.3
CCc1nnc(NC(=O)CC23CC4CC(CC(Br)(C4)C2)C3)s1,0.3,17.0,0.8,6.8,-8.4,i,-3.4,6.6,-4.0,-0.7
Nc1cc(N)nc(SCc2ccccc2)n1,0.1,-17.3,-0.1,4.5,-0.2,i,1.8,-4.9,3.8,1.2
O=S(=O)(c1ccccc1)N1CCC2(CC1)CO2,0.1,4.1,0.2,-2.1,6.1,i,1.4,-4.5,2.5,-0.1
COc1ccccc1NC(=O)Nn1cnnc1,-0.4,0.5,1.8,3.6,-5.7,i,-11.0,-0.3,0.1,-1.0

# 3 of these compounds, set out differently.
Molecule	Tb MetRS inh	CendR NRP1 mod	SUMO1 PPI mod	SKN-1 block	NadD block	Neddylation inh	STEP inh	Scp1 inh	DNMT1 block	LMPTP block
Cc1cc(OCC(O)CN2CCc3ccccc3C2)ccc1Cl (stereo unspecified)	-0.8	-10.7	5.8	-3.7	-9.5	i	-0.9	-2.8	0.4	-1.6
COc1ccc(C(=O)C(C)OC(=O)c2cccc(S(=O)(=O)Nc3cc(Cl)c(OC)cc3OC)c2)cc1 (stereo unspecified)	-1.3	-7.2	-4.3	8.1	5.9	i	-2.7	-27.1	-8.7	2.1
Nc1ccccc1-n1nc2ccc3ccccc3c2n1	-0.2	4.1	3.9	25.8	2.5	·	-1.1	·	-4.9	2.4

# Back to the main list with the 2 entries that preceded the break.
SMILES,Tb MetRS inh,CendR NRP1 mod,SUMO1 PPI mod,SKN-1 block,NadD block,Neddylation inh,STEP inh,Scp1 inh,DNMT1 block,LMPTP block
O=S(=O)(c1ccccc1)N1CCC2(CC1)CO2,0.1,4.1,0.2,-2.1,6.1,i,1.4,-4.5,2.5,-0.1
COc1ccccc1NC(=O)Nn1cnnc1,-0.4,0.5,1.8,3.6,-5.7,i,-11.0,-0.3,0.1,-1.0
CCOC(=O)c1[nH]c2ccc(Br)cc2c1NC(=O)CCN1CCC(C(=O)OCC)CC1,-0.2,0.7,-7.6,25.2,-11.8,i,0.4,-4.8,2.4,0.6
Cc1ccc(NC(=O)NCC2CCN(Cc3cccc(Cl)c3)CC2)cc1Cl,-0.5,-13.2,-2.1,-10.6,-9.6,i,18.4,-0.7,-3.1,0.5
CCOC(=O)c1sc(NC(=O)CSc2nc3c(c(-c4ccc(OC)cc4)c2C#N)CCCC3)c(C#N)c1C,0.4,3.6,1.0,3.3,-2.6,i,3.3,-11.3,-3.2,0.8
Cc1cc(OCC(=O)Nc2cccc(S(=O)(=O)N3CCCC3)c2)ccc1Cl,-0.2,-5.9,5.9,1.3,-9.2,i,-0.7,-4.9,-4.8,1.9
c1ccc(C2=NNC(c3ccco3)=Nc3ccccc32)cc1,-1.0,-12.0,-9.5,-10.3,-3.9,i,-2.1,1.7,3.4,0.8
O=C(Nc1ccc(N2CCOCC2)c(Cl)c1)c1cccc(-n2cnnc2)c1,-0.1,5.1,1.4,2.8,-2.7,i,-0.5,-7.1,-0.4,0.8
CC1CCCCN1CC(O)COCc1ccccc1 (stereo unspecified),-0.6,-7.4,0.1,9.1,-9.7,i,-3.3,-2.8,0.8,-0.6
Cc1onc(-c2ccccc2)c1C(=O)NC(=S)NNC(=O)c1ccc(O)cc1,-0.6,-13.3,5.3,0.1,-0.3,i,-2.6,-11.1,7.4,-2.8
Cc1ccc(-c2csc3ncnc(OCC(=O)NC(=O)NCc4ccco4)c23)cc1,-0.5,-16.4,3.9,-0.3,15.3,i,0.6,40.7,29.2,4.4
Cc1ccc(C)c(-n2c(-c3ccc(Br)cc3)csc2=NC(=O)c2ccccc2F)c1,-0.9,0.7,-163.1,-2.6,19.3,i,5.3,1.4,-1.7,3.4
Cc1nonc1C1CCCN1Cc1nc(-c2ccc(F)cc2F)oc1C (stereo unspecified),-0.3,11.8,1.9,10.0,-3.1,i,-0.6,-7.1,-1.2,0.7
O=S(=O)(O/N=C1\CCCc2ccccc21)c1ccccc1,-1.2,-3.5,-3.7,-22.2,-4.4,i,1.2,6.0,2.4,-1.0
COc1ccc(C(=O)c2c(-c3ccc(OC)cc3)oc3ccc(-c4cc(OC)c(OC)c(OC)c4)cc23)cc1,-0.4,1.6,-48.7,3.9,-7.8,i,1.3,-6.5,-4.1,3.6
COc1ccc(N(CC(=O)Nc2ccc3c(c2)OCCO3)S(=O)(=O)c2c(C)nn(C)c2C)cc1,-1.0,4.0,1.6,5.5,-6.0,i,-5.4,-1.2,0.4,-0.4
Cc1nc2ccccc2n1C(=O)c1cc(-c2ccc(Br)cc2)nc2ccccc12,0.0,-4.0,-7.0,19.1,2.7,i,-2.2,-4.2,0.3,-0.5
COC(=O)C(C)Sc1nc2c(cnn2-c2ccccc2)c(=O)[nH]1 (stereo unspecified),-0.8,-5.9,3.9,15.4,-4.2,i,-1.3,2.4,1.5,-2.9
Cc1ccc(/C=[N+](/[O-])C2SC(=S)N(C)C2(C)C)cc1 (stereo unspecified),-0.2,-0.4,-5.3,15.9,10.5,i,-7.7,-4.8,-0.9,-0.6
COc1ccc(OCc2cc(C(=O)NC(C)Cn3cncn3)no2)c(Cl)c1 (stereo unspecified),0.9,3.8,0.6,-14.9,-3.6,i,1.9,1.7,-0.8,-0.5
Cc1ccc(C2CC2C(=O)NN)cc1 (stereo unspecified),-0.8,9.1,4.2,-1.0,7.8,i,-0.5,-2.7,-0.9,0.4
C[C@H](CO)N1C[C@H](C)[C@@H](CN(C)C(=O)c2cc(-c3ccccc3)on2)OCc2cnnn2CCCC1=O,-0.3,-3.4,4.0,8.0,7.5,i,-0.8,·,7.1,1.2
Cc1nc(SCC(=O)NCc2ccco2)c2c(C)c(C)sc2n1,-0.1,0.6,-1.4,-13.6,-1.7,i,2.7,-0.7,0.0,-1.0
Cc1nn(CCCC(=O)NCc2ccccc2)c(=O)c2nn(-c3ccccc3)c(C)c12,-0.1,2.3,6.3,-4.2,1.5,i,-9.2,-1.7,2.7,-0.9
CCN(CC)C(=S)Oc1ccc(Cl)cc1Cl,0.5,3.3,13.6,-1.6,0.7,i,-1.1,-20.4,-2.4,1.1
CSc1ccc(C(=S)N2CCCCCC2)cc1,0.4,4.3,2.5,13.7,2.6,i,6.5,1.2,-4.3,0.7
Cc1ccc(S(=O)(=O)N2CCC3(CC2)OCCO3)cc1,-0.4,5.6,-2.2,1.9,-9.6,i,-0.1,-6.9,1.1,-2.2
Cc1cccc(CN2CCc3c(OCC(=O)NCc4ccco4)cccc3C2=O)c1,0.3,-14.0,1.7,8.2,3.2,i,1.5,-9.6,-4.0,1.2
COc1cccc(CNCCNC(=O)c2nonc2N)c1,0.0,-2.5,-2.0,32.1,-0.3,i,-4.9,-2.0,0.7,-3.5
C=CCNC(=S)Nc1ccc(Cl)cc1,-0.8,11.8,4.1,-1.2,-4.3,i,-1.3,-1.3,7.0,0.1
Cc1nccn1CCOc1ccccc1Cl,-0.6,-9.6,0.9,23.0,-7.6,i,2.1,-5.1,8.4,2.2
CCN(CC)c1nc(-c2ccccc2)nc2c1sc(=S)n2CC,-0.1,11.4,-1.8,1.5,-1.1,i,-1.9,-3.5,1.7,0.7
COc1ccc(C2c3cc(OC)c(OC)cc3CCN2S(C)(=O)=O)cc1OC (stereo unspecified),-1.2,7.1,-2.2,-15.2,0.2,i,1.1,-2.5,4.6,3.5

# Source: PubChem BioAssay (several laboratories)
